Dengue-2 NS5 capping – flavivirus cap methylation enzyme inhibition – biochemical, confirmation dose response, primary screen (AID 588689). actives 0.3% (n = 340,000). inhibition, % at 25 µM; hits with a dose series show IC50 in µM. Dengue-2 NS5 methyltransferase capping enzyme assay, biochemical; higher % means a stronger effect; in the data active means a potency from the dose series
NTR1 ag – agonists of NTR1, primary screen, imaging, U2OS cells, beta-arrestin-GFP, high content (AID 493036) | NTR1-U2OS beta-arrestin-GFP spot imaging, agonist mode | P30989 | actives 0.17% (n = 330,000) | activation, % at 20 µM;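 active means activation at or above 40% of the spot to cytoplasm intensity ratio, with at least 20 cells analyzed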;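 further: 0% = DMSO without peptide and 100% = 100 nM NTR1 peptide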
Target sequence (P30989 whole entry, looked up): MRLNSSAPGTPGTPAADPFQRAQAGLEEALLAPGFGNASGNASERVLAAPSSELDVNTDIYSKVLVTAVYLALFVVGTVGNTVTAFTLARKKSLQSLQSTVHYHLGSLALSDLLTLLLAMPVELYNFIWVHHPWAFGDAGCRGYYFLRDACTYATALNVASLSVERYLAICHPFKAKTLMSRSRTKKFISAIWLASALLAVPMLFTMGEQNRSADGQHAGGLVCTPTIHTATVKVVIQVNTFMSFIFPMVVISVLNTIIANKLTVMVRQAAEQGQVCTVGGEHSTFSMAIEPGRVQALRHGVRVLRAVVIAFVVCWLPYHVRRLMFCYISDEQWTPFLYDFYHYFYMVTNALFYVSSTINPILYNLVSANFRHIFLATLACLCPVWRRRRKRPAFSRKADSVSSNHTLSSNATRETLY
Rac1 GTP hydrolysis – MgcRacGAP GTPase-activating activity inhibitors, confirmation, biochemical, ADP Hunter fluorescence | MgcRacGAP-stimulated Rac1 GTP hydrolysis, ADP Hunter fluorescence; higher % means a stronger effect; GST-tagged Rac1 F28L mutant substrate | inhibition, % at 30 µM; hits with a dose series show IC50 in µM | actives 0.6% (n = 340,000);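 active means first-screen hits whose inhibition reached a set limit at any dose in the follow-up dose series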;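 further: fluorescence reports GDP produced by GAP-driven GTP hydrolysis; strong numbers were not always called active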
NTR1 ag cell count 20 µM – also measured in NTR1 ag; calls as there; cell count; measured here: cell count, cytotoxicity flag
Dengue-2 NS5 capping pilot replicate – also measured in Dengue-2 NS5 capping; calls as there; inhibition, %; measured here: pilot screen replicate inhibition
Starred values were filed as active, the others as inactive.

SMILES	Dengue-2 NS5 capping	NTR1 ag	NTR1 ag cell count 20 µM	Rac1 GTP hydrolysis	others
Cc1ccccc1-c1cc(C(=O)NCc2ccc3c(c2)OCO3)n(CC2CC(c3cccnc3)=NO2)n1 (stereo not drawn)	-14%	-0.8	61	-5%
O=C(/C=C/c1ccccc1Cl)NNC(=O)c1ccncc1	4%	-1.3	96	9%
COc1ccc(CC(=O)OCC(=O)Nc2ccc(OC(F)F)cc2)cc1OC	1%	1.3	58	5%
CC(=O)OCC1OC(OC2C[C@]3(C)C(CC(O)C4C([C@](C)(CCC=C(C)C)OC5OC(CO)C(O)C(O)C5O)CC[C@]43C)[C@@]3(C)CCC(O)C(C)(C)C23)C(O[C@@H]2OC(C)C(O)C(O)C2O)C(O)C1O (stereo partly drawn)	-12%	-0.3	62	-4%	Dengue-2 NS5 capping pilot replicate=-5.1
Cc1cccc(NC(=O)c2nc[nH]c2C(=O)N2CCN(c3ccccc3)CC2)c1	-5%	1.8	56	5%
O=C(Cc1c(Cl)cccc1Cl)OCC(=O)N1CCOCC1	-10%	0.5	48	4%
Cc1cccc(OCCCC(=O)NNC(=O)c2cccc(N(C)C)c2)c1	-5%	1.8	61	7%
O=C(CN1CCN(C(=O)c2ccc(-c3nc4ccccc4s3)o2)CC1)Nc1ccc(F)cc1	-2%	7.3	51	4%
C[C@H](CO)N1C[C@H](C)[C@@H](CN(C)S(=O)(=O)c2ccc(F)cc2)Oc2ccc(NC(=O)Nc3ccccc3)cc2C1=O	-9%	0.4	68	12%
COc1ccc(C(=O)NCc2ccccc2CN2CCCC2)cc1S(=O)(=O)Nc1ccc(C)cc1	1%	-1.8	44	7%
Cc1cc(NC(=O)COc2ccc([N+](=O)[O-])cc2)no1	-1%	-2.2	68	5%
O=C(COC(=O)c1ccc(O)cc1)Nc1ccc(S(=O)(=O)N2CCOCC2)cc1	-1%	-1.6	33	6%
CCOc1cc(N2CCOCC2)c(OCC)cc1NC(=O)C(C)Oc1ccccc1 (stereo not drawn)	-7%	5.2	55	3%
CCCn1c(N)c(N(CCOC)C(=O)CSCC(=O)Nc2ccc(C)cc2)c(=O)[nH]c1=O	1%	1.7	54	6%
Cc1cc(C(=O)COC(=O)c2ccccc2O)c(C)n1CC1CCCO1 (stereo not drawn)	2%	3.2	45	4%
CC(C)NC(=O)N(C)C[C@H]1Oc2ccc(NS(=O)(=O)c3cn(C)cn3)cc2C(=O)N([C@H](C)CO)C[C@@H]1C	-3%	-0.5	73	12%
CC(C)(C)OC(=O)C[C@@H]1C/C=C\C[C@H](CC(=O)N(CCO)Cc2ccccc2)C(=O)NCCOC1=O	1%	-1.5	60	5%	Dengue-2 NS5 capping pilot replicate=3.0
Cc1ccccc1NC(=O)Cc1nc(COC(=O)c2cccnc2Cl)cs1	-10%	-1.2	63	3%
O=C(CN1CCN(C(=O)C2CCN(C(=O)/C=C/c3ccccc3)CC2)CC1)Nc1ccccc1Cl	-7%	0.1	55	8%
CCOc1ccc(/C=N/NC(=O)c2ccccc2O)cc1CN1CC2CC(C1)c1cccc(=O)n1C2 (stereo not drawn)	3%	3.9	35	5%
N#CCCn1cc(C(=O)CN2C(=O)C(=O)N(C3CCCC3)C2=O)c2ccccc21	4%	-0.7	56	8%
O=C(CN1C(=O)NC2(CCCc3ccccc32)C1=O)N1CCN(c2cccc(C(F)(F)F)c2)CC1 (stereo not drawn)	-2%	7.2	71	5%
C[C@@]12C(=O)Nc3cc(F)ccc3C(=O)N1[C@H]1c3cc(Br)ccc3OC[C@@H]1[C@@H]2c1ccccc1	-9%	-2.2	64	2%
O=C(COC(=O)C1CCN(c2ccc(C(F)(F)F)cn2)CC1)NCc1ccccc1	0%	-0.2	86	2%
Cc1ccc(S(=O)(=O)N2[C@@H](c3ccc(F)cc3)C(C(=O)O)=C[C@H]2CC2CCCC2)cc1	4%	2.6	56	11%	Dengue-2 NS5 capping pilot replicate=-3.1

2 compounds picked at random from the list so far:
SMILES	Dengue-2 NS5 capping	NTR1 ag	NTR1 ag cell count 20 µM	Rac1 GTP hydrolysis	others
CCOc1ccc(/C=N/NC(=O)c2ccccc2O)cc1CN1CC2CC(C1)c1cccc(=O)n1C2 (stereo not drawn)	3%	3.9	35	5%
O=C(COC(=O)c1ccc(O)cc1)Nc1ccc(S(=O)(=O)N2CCOCC2)cc1	-1%	-1.6	33	6%

The results go on:
SMILES	Dengue-2 NS5 capping	NTR1 ag	NTR1 ag cell count 20 µM	Rac1 GTP hydrolysis	others
CCOc1ccc(NC(=O)COc2ccc3c(c2)CCC3)cc1OC	-4%	-0.4	95	3%
COc1ccc(C(CNC(=O)c2cccc(S(=O)(=O)N3CCCC(C)C3)c2)N(C)C)cc1 (stereo not drawn)	3%	2.9	58	-1%
CN(CC(=O)Nc1ccccc1Br)C(=O)CN(C)C1CCCCC1	2%	-0.5	58	1%
O=C(CN1C(=O)NC(Cc2c[nH]c3ccccc23)C1=O)Nc1ccccc1Br (stereo not drawn)	2%	-1.4	101	4%
COc1ccccc1-c1noc(CCC(=O)N2CCN(c3cc(C)ccc3C)CC2)n1	-8%	9.1	59	5%
Cc1cc2c(c(C)c1Cl)C(c1ccc3c(c1)OCO3)CC(=O)O2 (stereo not drawn)	-5%	7.0	65	6%
Clc1ccccc1Nc1nc2ccccc2o1	-3%	2.7	48	2%
Cc1cc(Cl)ccc1NC(=O)COC(=O)c1c(C)noc1C	-1%	-1.5	58	8%
COc1cccc(-c2sc3ccc(OC)cc3c2C#CC(C)(C)O)c1	-1%	26	74	10%
CSc1ccc(/C=C(\C(=O)O)c2ccc(S(=O)(=O)N3CCCC3)s2)cc1	0%	1.5	61	14%
CCc1ccc(CNC(=O)C(=O)NCCc2ccc(OC)c(OC)c2)cc1	-4%	-1.1	79	2%
O=C1C=C(c2ccc3cc[nH]c3c2)C[C@@H](c2ccc3c(c2)OCO3)C1	-6%	9.1	56	4%
CCOC(=O)N1CCN(C(=O)CSc2nc3nc(C)cc(C)n3n2)CC1	-5%	2.6	52	-3%
Cc1cn(C2CC(OC(=O)C(C)C)C(CO)O2)c(=O)[nH]c1=O (stereo not drawn)	1%	-2.9	56	6%
C#CCOCCOCCOCCNc1nc(N2CCN(C(=O)[C@H](CCC(=O)O)n3cc([C@@H](N)CCCCN)nn3)CC2)nc(N2CCN(C(=O)[C@H](CCCCN)n3cc([C@@H](N)CC(N)=O)nn3)CC2)n1	-6%	0.1	51	8%
CCN(C(=O)COC(=O)c1cccnc1SC)c1c(N)n(Cc2ccccc2)c(=O)[nH]c1=O	-13%	3.7	61	4%
CCCCn1c(N)c(N(Cc2ccccc2OC)C(=O)c2cc(CC)c(C)s2)c(=O)[nH]c1=O	-8%	4.7	62	1%
Cc1cc(=O)oc2cc(OCC(=O)N3CCN(c4ccccc4)CC3)ccc12	-4%	0.7	62	2%
O=C(COC(=O)Cc1ccc(Cl)cc1)NCCc1ccccc1	-2%	-1.5	46	2%
COc1ccc(-c2ccc3c(=O)cc(-c4ccsc4)oc3c2)cn1	-10%	0.7	59	10%
CCCN(CC(=O)Nc1ccccc1C)C(=O)Cc1n[nH]c(=O)c2ccccc12	-2%	0.2	53	1%
Nc1ncnc2c1ncn2[C@@H]1O[C@H](CNCc2ccccc2)[C@@H](O)[C@H]1O	3%	-1.5	48	9%	Dengue-2 NS5 capping pilot replicate=-2.1
CCOc1ccccc1/C=N/NC(=O)c1nnn(-c2nonc2N)c1CN1CCCCCC1	4%	-0.7	45	4%
Cc1cccc(NC(=O)CN(C)C(=O)c2ccc3ccccc3n2)c1C	-4%	-1.1	45	1%
COc1ccc(N(CC(=O)Nc2ccc3c(c2)OCCO3)S(=O)(=O)c2cccc(C)c2)cc1	-9%	1.6	57	-6%
Going on with the list:
SMILES	Dengue-2 NS5 capping	NTR1 ag	NTR1 ag cell count 20 µM	Rac1 GTP hydrolysis	others
C[C@H]1CN([C@@H](C)CO)C(=O)c2cccc(NC(=O)c3ccc(-c4nccs4)cc3)c2O[C@@H]1CN(C)C(=O)Nc1cccc2ccccc12	-7%	-0.7	40	16%
O=C1c2ccccc2[C@@H]2C[C@@H](O)[C@H](Nc3cccc(C(F)(F)F)c3)CCN12	0%	1.1	59	9%	Dengue-2 NS5 capping pilot replicate=-1.8
COc1ccc(-c2nc(SC(C)C(=O)NC3CC3)n[nH]2)cc1 (stereo not drawn)	-6%	-1.1	48	5%
CC(C)(C)c1ccc(C(=O)NC(=O)CSc2n[nH]c(N)n2)cc1	-11%	-1.7	44	1%
COc1ccc(SCCN2CC[C@@H](NC(=O)OCc3ccccc3)CCC2=O)cc1	-10%	4.9	52	9%
CCN1C(=O)c2cccc3c(S(=O)(=O)N(C(C)=O)c4ccc(OC(C)=O)cc4)ccc1c23	4%	8.4	64	11%
COc1ccc([C@H]2CC(=O)C=C(c3cc(Cl)ccc3C)C2)cc1	6%	3.0	53	5%
CC(=O)Nc1ccc(NC(=O)C(C)Oc2ccccc2C(=O)NCc2ccccc2)cc1 (stereo not drawn)	-2%	-0.6	80	6%
Cc1csc(SCC(=O)N(c2ccccc2)C(C)C)n1	-7%	-0.6	55	1%
Cc1cc(C(=O)CSc2nnc(-c3ccco3)o2)c(C)n1C	3%	1.0	50	10%
CCC(C)Sc1ccc(-c2nc3ccc(C)cn3c2NCc2ccccc2)cc1 (stereo not drawn)	-5%	5.4	67	5%
CCc1ccc(C(=O)COC(=O)CNC(=O)C2CCCCC2)cc1	1%	-0.7	55	12%
CCN(C(=O)COC(=O)c1ccc(O)cc1)c1cccc2ccccc12	-11%	4.8	68	8%
Cc1ccc(S(=O)(=O)N(CC(=O)c2ccccc2)C(=O)N2CCN(C)CC2)cc1	-4%	1.4	41	7%
N#Cc1cccc(S(=O)(=O)NCc2nnc3ccccn23)c1	5%	-0.7	62	8%
CC1CCCCC1NC(=O)c1cc(S(=O)(=O)N2CCOCC2)ccc1Cl (stereo not drawn)	2%	1.5	48	1%
CC12CCC(=O)N1C(C(=O)NCCN1C(=O)S/C(=C\c3ccccc3Cl)C1=O)CS2 (stereo not drawn)	0%	7.8	72	7%

Gathered by group, those above with an NH in an aromatic ring (ten)
SMILES	Dengue-2 NS5 capping	NTR1 ag	NTR1 ag cell count 20 µM	Rac1 GTP hydrolysis	others
Cc1cccc(NC(=O)c2nc[nH]c2C(=O)N2CCN(c3ccccc3)CC2)c1	-5%	1.8	56	5%
CCCn1c(N)c(N(CCOC)C(=O)CSCC(=O)Nc2ccc(C)cc2)c(=O)[nH]c1=O	1%	1.7	54	6%
O=C(CN1C(=O)NC(Cc2c[nH]c3ccccc23)C1=O)Nc1ccccc1Br (stereo not drawn)	2%	-1.4	101	4%
O=C1C=C(c2ccc3cc[nH]c3c2)C[C@@H](c2ccc3c(c2)OCO3)C1	-6%	9.1	56	4%
Cc1cn(C2CC(OC(=O)C(C)C)C(CO)O2)c(=O)[nH]c1=O (stereo not drawn)	1%	-2.9	56	6%
CCN(C(=O)COC(=O)c1cccnc1SC)c1c(N)n(Cc2ccccc2)c(=O)[nH]c1=O	-13%	3.7	61	4%
CCCCn1c(N)c(N(Cc2ccccc2OC)C(=O)c2cc(CC)c(C)s2)c(=O)[nH]c1=O	-8%	4.7	62	1%
CCCN(CC(=O)Nc1ccccc1C)C(=O)Cc1n[nH]c(=O)c2ccccc12	-2%	0.2	53	1%
COc1ccc(-c2nc(SC(C)C(=O)NC3CC3)n[nH]2)cc1 (stereo not drawn)	-6%	-1.1	48	5%
CC(C)(C)c1ccc(C(=O)NC(=O)CSc2n[nH]c(N)n2)cc1	-11%	-1.7	44	1%

Screens: PubChem BioAssay, several laboratories

An excerpt; the hit share may differ from the screen's.
